# Assay outcomes from PubChem BioAssay.
# TWEAK-Fn14 inh – inhibitors of TWEAK-Fn14 signaling, primary screen, luciferase reporter cells, uHTS. TWEAK-stimulated Fn14 reporter cells, luciferase luminescence, 8 h. inhibition, % at 10 µM. 360,000 compounds, 2% hits; in the data active = inhibition above about 50%
# NCOA2 inhibitor – inhibition of GAL4-SRC2 driven luciferase reporter, primary screen, SRC2 inhibitor project, cell-based, luminescence; AID 651957, 2012; inhibition, % at 9 µM; HEK293 GAL4-SRC2 luciferase reporter; 370,000 compounds, 0.17% hits;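 active = inhibition above the mean inhibition of all tested compounds plus 3 SD, set per campaign, cut at about 52% in these data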;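 also: 0% = DMSO treated cells and 100% = cells given Gossypol at 36 µM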
# Target sequence (Q15596 whole entry, looked up, the tested form may be a part): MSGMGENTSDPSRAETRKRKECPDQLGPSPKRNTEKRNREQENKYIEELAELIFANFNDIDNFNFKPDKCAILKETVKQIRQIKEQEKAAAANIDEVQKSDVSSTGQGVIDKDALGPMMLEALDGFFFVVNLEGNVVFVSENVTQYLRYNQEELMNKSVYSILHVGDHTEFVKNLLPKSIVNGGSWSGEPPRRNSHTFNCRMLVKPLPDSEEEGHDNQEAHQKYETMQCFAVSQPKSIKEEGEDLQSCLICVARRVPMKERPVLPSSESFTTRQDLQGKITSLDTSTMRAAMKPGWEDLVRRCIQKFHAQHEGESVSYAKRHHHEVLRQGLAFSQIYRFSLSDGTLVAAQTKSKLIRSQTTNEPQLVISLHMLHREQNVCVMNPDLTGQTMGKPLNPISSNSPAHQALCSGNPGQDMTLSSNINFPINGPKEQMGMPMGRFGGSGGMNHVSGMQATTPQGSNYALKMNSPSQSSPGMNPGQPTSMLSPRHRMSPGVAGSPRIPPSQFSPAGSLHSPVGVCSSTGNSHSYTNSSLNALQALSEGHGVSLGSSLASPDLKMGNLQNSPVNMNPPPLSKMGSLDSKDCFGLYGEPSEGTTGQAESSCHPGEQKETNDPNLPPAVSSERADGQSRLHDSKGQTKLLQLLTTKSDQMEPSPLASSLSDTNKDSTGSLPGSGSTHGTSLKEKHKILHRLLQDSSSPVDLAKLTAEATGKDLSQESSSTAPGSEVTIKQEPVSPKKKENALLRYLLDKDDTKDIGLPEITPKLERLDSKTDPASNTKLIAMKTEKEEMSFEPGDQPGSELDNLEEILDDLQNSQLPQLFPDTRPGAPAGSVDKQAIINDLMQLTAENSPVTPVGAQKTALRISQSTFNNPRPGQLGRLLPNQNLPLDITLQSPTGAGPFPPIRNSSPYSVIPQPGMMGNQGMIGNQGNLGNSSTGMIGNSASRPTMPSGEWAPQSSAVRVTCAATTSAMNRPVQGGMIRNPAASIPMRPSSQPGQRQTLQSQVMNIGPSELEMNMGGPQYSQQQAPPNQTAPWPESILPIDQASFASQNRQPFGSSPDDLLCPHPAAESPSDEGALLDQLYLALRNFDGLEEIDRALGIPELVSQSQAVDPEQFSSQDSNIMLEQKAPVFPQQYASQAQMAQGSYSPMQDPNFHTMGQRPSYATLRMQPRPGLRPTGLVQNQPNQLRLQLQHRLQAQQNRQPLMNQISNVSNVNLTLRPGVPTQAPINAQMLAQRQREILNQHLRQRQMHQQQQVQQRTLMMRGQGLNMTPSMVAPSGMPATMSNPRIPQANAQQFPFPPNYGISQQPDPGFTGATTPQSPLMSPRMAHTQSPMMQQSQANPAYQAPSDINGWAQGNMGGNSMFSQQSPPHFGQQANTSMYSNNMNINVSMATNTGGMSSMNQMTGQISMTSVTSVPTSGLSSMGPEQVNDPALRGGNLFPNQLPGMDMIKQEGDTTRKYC
# NOD2-RIPK2 inh – NOD2-RIPK2 binding disruptors in cells, primary screen, fluorescence, CHO cells, BLA complementation. Receptor-interacting serine/threonine-protein kinase 2 (Homo sapiens), O43353. CCF4 ratio. inhibition, % at 4.98 µM. 360,000 compounds, 0.38% hits. AID 624267, 2012; in the data active = inhibition above about 21%;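 also: 0% = vehicle only and 100% = reference blocker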
# COUP-TFII inh – NR2F2 transcriptional activity inhibitors, primary screen, cell-based, luciferase reporter, HEK293T, luminescence. COUP transcription factor 2 (Homo sapiens), P24468. HEK293T NGFI-A luciferase reporter. inhibition, % at 8.6 µM. 370,000 compounds, 0.7% hits;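 active = inhibition above a per-plate cutoff, mean inhibition of test wells between control levels plus 3 SD, cut at about 38% in these data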;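 also: cells cotransfected with COUP-TFII expression vector driving the NGFI-A reporter; 0% = median of COUP-TF2 test wells and 100% = reporter-only cells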
# LRH-1 inv ag – LRH-1 (NR5A2) inverse agonists, primary screen, cell-based, luminescence, HEK293T, StAR-luciferase reporter; 360,000 compounds, 0.13% hits; inhibition, % at 3.6 µM; Nuclear receptor subfamily 5 group A member 2 (Homo sapiens), O00482; LRH-1 transfected, 24 h;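 active = inhibition above the mean inhibition of all tested compounds plus 3 SD, cut at about 73% in these data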;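 also: 0% = DMSO wells and 100% = reporter-only cells lacking LRH-1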
# SRC3 inh – SRC3 coactivator transcriptional activity inhibitors, primary screen, cell-based, luminescence; HEK293 GAL4-SRC3 luciferase reporter; 360,000 compounds, 0.17% hits; Nuclear receptor coactivator 3 (Homo sapiens), Q9Y6Q9; inhibition, % at 3.6 µM;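 active = inhibition above a per-campaign cutoff, the mean of all compounds plus 3 SD, cut at about 60% in these data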;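 also: 0% = DMSO-treated cells and 100% = gossypol-treated cells at 36 µM; higher means less SRC3-driven luciferase light from the GAL4 reporter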
# TROY signal inh – inhibitors of TROY-driven NF-kB signaling, primary screen, Q293 LMP1-TROYcd cells, NF-kB luciferase, uHTS | Q293 LMP1-TROYcd NF-kB luciferase reporter, 4 h | 360,000 compounds, 0.98% hits | inhibition, % at 10 µM;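 active = compounds whose plate-normalised and pattern-corrected inhibition of the luciferase reporter signal at the single screening dose is 50% or more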
# TRAIL sens C8 – viability loss with TRAIL in NB7+C8 cells, primary screen, TRAIL sensitizer project, cell-based, ATPlite luminescence; inhibition (viability loss, TRAIL sensitization), % at 10 µM; 360,000 compounds, 1% hits; AID 624354, 2012;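 active = compounds causing at least 50% loss of cell viability in the single-dose screen, relative to plate controls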
# NCOA1 inh – SRC1 coactivator transcriptional activity inhibitors, primary screen, cell-based, luminescence. Nuclear receptor coactivator 1 (Homo sapiens), Q15788. 360,000 compounds, 0.12% hits. HEK293 GAL4-SRC1 luciferase reporter. inhibition, % at 3.6 µM. AID 588354, 2011;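 active = inhibition above the campaign mean plus 3 SD, with each screening campaign given its own cutoff, cut at about 60% in these data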;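 also: 0% = DMSO treated cells and 100% = gossypol at 36 µM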
# TLR9-MyD88 block – inhibitors of TLR9-MyD88 association in cells, primary screen, cell-based, CHO, BLA complementation, fluorescence | Toll-like receptor 9 (Homo sapiens) + Myeloid differentiation primary response protein … | CCF4 FRET ratio | inhibition, % at 4.98 µM | 340,000 compounds, 0.21% hits | AID 504734, 2011;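 active = inhibition above the mean over all tested compounds plus 3 SD, cut at about 21% in these data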;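 also: 0% = DMSO only wells and 100% = clavulanate BLA inhibitor control wells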
# EBV LMP1 NFkB – EBV LMP1-driven NF-kappaB luciferase reporter inhibitors, primary screen, cell-based, luminescence, single point; LMP1-induced NF-kappaB luciferase reporter cells; inhibition, % at 12.5 µM; 350,000 compounds, 0.69% hits; in the data active = inhibition above about 41%;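 also: 0% = neutral control wells and 100% = reference inhibitor control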
# Starred values were filed as active, the others as inactive; / = no result given. This is a subset; the hit share may differ from the screen's.
# Start of the data: the first six records, to show the layout:
SMILES,TWEAK-Fn14 inh,NCOA2 inhibitor,NOD2-RIPK2 inh,COUP-TFII inh,LRH-1 inv ag,SRC3 inh,TROY signal inh,TRAIL sens C8,NCOA1 inh,TLR9-MyD88 block,EBV LMP1 NFkB
OC(CCc1ccncc1)c1ccccc1 (configuration not stated),-5,2,-4,13,-18,-18,5,-4,0,-2,-2
Cc1ccc(CNC(=O)C2CCCN(S(=O)(=O)c3c(C)noc3C)C2)cc1 (configuration not stated),-1,15,5,-5,-3,-9,5,-4,-11,8,-6
O=C(COc1ccccc1)Nc1ccccc1N1CCN(c2ccccc2)CC1,13,-10,-3,2,-29,5,-9,35,-11,6,3
COc1ccc(C2CC2/C(=N/O)c2ccccc2)cc1 (configuration not stated),-24,-66,-6,7,-43,-8,-28,4,-29,2,-15
CN1CCN(C2=C(Cl)C(=O)N(c3ccc(Cl)cc3)C2=O)CC1,10,/,0,/,31,-2,-24,-13,-3,-2,-7
CCC(=O)N(Cc1ccco1)c1nc(-c2ccc(OC)cc2)cs1,-25,-1,1,17,-16,-19,-4,7,-16,-1,-2

# The listing, repeating the preview:
SMILES,TWEAK-Fn14 inh,NCOA2 inhibitor,NOD2-RIPK2 inh,COUP-TFII inh,LRH-1 inv ag,SRC3 inh,TROY signal inh,TRAIL sens C8,NCOA1 inh,TLR9-MyD88 block,EBV LMP1 NFkB
OC(CCc1ccncc1)c1ccccc1 (configuration not stated),-5,2,-4,13,-18,-18,5,-4,0,-2,-2
Cc1ccc(CNC(=O)C2CCCN(S(=O)(=O)c3c(C)noc3C)C2)cc1 (configuration not stated),-1,15,5,-5,-3,-9,5,-4,-11,8,-6
O=C(COc1ccccc1)Nc1ccccc1N1CCN(c2ccccc2)CC1,13,-10,-3,2,-29,5,-9,35,-11,6,3
COc1ccc(C2CC2/C(=N/O)c2ccccc2)cc1 (configuration not stated),-24,-66,-6,7,-43,-8,-28,4,-29,2,-15
CN1CCN(C2=C(Cl)C(=O)N(c3ccc(Cl)cc3)C2=O)CC1,10,/,0,/,31,-2,-24,-13,-3,-2,-7
CCC(=O)N(Cc1ccco1)c1nc(-c2ccc(OC)cc2)cs1,-25,-1,1,17,-16,-19,-4,7,-16,-1,-2
Cc1ccc(S(=O)(=O)N2CCN(C(=O)CN3CCOCC3)C2)cc1,6,19,6,-7,3,-13,/,-7,-11,8,-3
COc1ccc(N2CCN(C(=O)c3[nH]c4ccc(OC)cc4c3C)CC2)cc1,12,-19,5,-3,5,9,6,-14,5,3,3
O=C(O)C1CCCCC1C(=O)NCCc1c[nH]c2ccccc12 (configuration not stated),-14,7,-5,15,-20,15,-4,3,-4,1,-14
Clc1ccc(-c2nnc(C3CC3)o2)cc1,-19,-8,-9,-8,-1,-12,-23,-1,-30,-4,-7
CC(=O)c1ccc(N2CCN(CCC#N)CC2)c(F)c1,37,7,2,3,-17,7,-3,0,-13,8,-8
CC(C)N1CCC(N2CCN(Cc3cc(F)ccc3-n3cccn3)CC2CCO)CC1 (configuration not stated),12,-32,-7,-2,12,2,-6,-6,11,/,-4
COc1ccccc1NS(=O)(=O)c1ccc(C)c(C(=O)N2CCCC2)c1,1,-16,-8,-4,-2,-13,7,4,11,-3,-6
CN(Cc1ccccc1)S(=O)(=O)c1ccc(OCC(=O)N2CCOCC2)cc1,-6,-9,-13,4,1,-4,-9,9,-13,-5,3
Cn1c(CNc2nc3ccccc3n2CCN2CCCCC2)nc2ccccc21,-24,-18,3,-8,-31,-3,4,19,-11,5,11
CCN(CC(O)Cn1c2ccccc2c2ccccc21)S(=O)(=O)c1ccc(C)cc1 (configuration not stated),30,-12,6,16,-8,-11,23,21,-4,-8,-7
Cc1cccc(C(=O)c2ccccc2C(=O)O)c1,-3,10,-7,0,1,13,-3,8,16,13,-3
Cc1ccc(CSc2ncccc2C(=O)O)cc1,2,-3,-6,-11,-4,9,-53,-8,-2,0,5
CCOc1ccc(N(C(C)C(=O)N2CCOCC2)S(C)(=O)=O)cc1 (configuration not stated),-8,20,-7,-10,-3,-4,9,-9,-11,1,0
CCC(Oc1ccccc1)C(=O)Nc1cc(C)on1 (configuration not stated),-18,-25,-2,2,-38,-12,-54,-24,3,6,5
COc1cccc(CNc2nc(NCc3ccccc3OC)nc3ccsc23)c1,63*,10,-4,39*,9,6,53*,17,13,/,/
C[C@H]1CCCCO[C@@H](CN(C)S(=O)(=O)c2ccc(F)cc2)[C@@H](C)CN([C@@H](C)CO)C(=O)c2cc(NC(=O)Nc3ccc4c(c3)OCO4)ccc2O1,7,-10,-15,-1,-1,-2,10,-6,-8,6,-4
CCOc1ccc(CNC2CCCCCCC2)cc1OC,-5,-9,9,-8,0,-4,8,7,-4,-5,5
COC(=O)c1ccc(CSc2ccc3nnc(-c4cccc(F)c4)n3n2)o1,-38,3,-1,-1,0,-6,-10,5,-5,6,-3
COCCNc1nc(C(C)(C)C)nc2c1nnn2Cc1ccccc1Cl,22,4,2,15,-10,3,7,1,-9,-1,-5
CCN(C(=O)CSc1ncn[nH]1)c1c(N)n(Cc2ccccc2)c(=O)[nH]c1=O,7,-20,-18,-4,-9,-17,-1,13,8,-9,-6
COC(=O)c1ccccc1S(=O)(=O)N1CCC(C(=O)NC2=NCCS2)CC1,0,-30,-6,-3,27,4,-4,16,4,-5,1
CCOc1ccc(-c2cn[nH]c2N)cc1,10,/,7,/,-11,7,8,6,-47,-4,-1
CC1CCN(CC(=O)N2CCN(c3ccccc3)CC2)CC1,11,-21,-3,20,-7,10,11,6,5,-4,-3
Cc1cccnc1NC(=O)Cn1c(=O)oc2ccccc21,-7,3,6,0,21,10,-20,-7,16,-10,-1
Oc1ccccc1-n1c(-c2ccccc2)ccc1-c1ccccc1,0,-18,9,-9,17,-2,-42,-5,9,1,-2
CC(C)NC(=O)c1cc(C2CCCCN2C(=O)c2ccc(C#N)cc2)on1 (configuration not stated),-27,6,-8,12,9,3,2,-10,-6,/,/
CN(Cc1ccccc1)S(=O)(=O)c1cccc2cccnc12,-2,4,3,2,-14,10,11,0,-5,-2,8
O=C(O)CSCC(=O)Nc1ccc(S(=O)(=O)N2CCCCC2)cc1,6,-13,-12,2,-16,-1,1,1,-12,-3,8
Cc1ccc(/C=C2/N=C(c3ccccc3)NNC2=O)cc1,20,-4,-11,4,4,5,10,-4,18,/,/
COC(=O)C1=C(C)N(C)C(=O)NC1c1ccc([N+](=O)[O-])o1 (configuration not stated),7,20,-2,-22,9,3,-6,4,13,0,-3
Cc1cccc(NS(=O)(=O)c2ccc(Oc3ccccc3)cc2)n1,-8,23,0,0,1,11,8,-2,-13,2,0
CNc1nc(NCc2ccccc2)c2ccccc2n1,-33,-5,1,7,11,-15,15,12,-9,-2,-37
COc1ccc(CNC(=O)CSCc2c(F)cccc2Cl)cc1,-11,-9,8,16,4,1,-13,-18,-18,-4,0
COC(=O)[C@]12CCCCC=C1N(Cc1ccc(Cl)cc1Cl)C(=O)[C@H](CC(=O)NCc1cccc3ccccc13)C2,6,10,-4,20,-7,/,8,10,/,/,/
COC(=O)C1=C(C)N(CCc2ccc(OC)c(OC)c2)C(=O)/C1=C\c1ccc(O)cc1,-21,-17,-3,-1,19,11,6,-5,-14,8,4
CCOC(=O)N1CCN(C(=O)c2ccc(N3C(=O)c4ccccc4C3=O)cc2)CC1,12,-6,-22,1,-3,-10,15,-10,5,-13,15
Cn1nc([N+](=O)[O-])nc1Oc1ccc2ccccc2c1,-22,-4,-3,10,11,-3,-75,7,5,-5,8
CCCCCOC(=O)C1=C(C)NC(=O)NC1c1ccccc1 (configuration not stated),4,-12,6,16,-10,-4,16,2,-11,-14,-6
Cc1c(OC(C)C(=O)NCCN2CCOCC2)ccc2c(-c3ccccc3)cc(=O)oc12 (configuration not stated),-10,17,4,2,10,-16,-5,-16,-9,4,-11
COc1ccc(CNC(=O)c2cc3ccccc3oc2=O)cc1,-20,2,-9,-32,1,20,-42,-13,2,-6,0
CCN1CC(CN(C)Cc2nc(-c3ccc(C(F)(F)F)cc3)oc2C)CC1=O (configuration not stated),0,-12,-6,6,9,5,-1,14,-3,14,-3
COc1ccc(N2CCN(CCCNC(=O)Cn3c(=O)c4cccn4c4ccccc43)CC2)cc1,2,-20,0,2,8,-11,-3,-8,-38,0,-3
CCN(CC)S(=O)(=O)c1ccc(Cl)c(NC(=O)COC(=O)C2CCCCC2)c1,-14,5,-11,0,5,9,29,7,-11,-9,-2
Cc1ccccc1-c1nc(CN2CCC(C(=O)NC3CC3)CC2)c(C)o1,0,-4,5,-5,5,9,-5,5,-4,-3,0
C[C@@H]1CCCCO[C@H](CN(C)C(=O)Nc2cccc3ccccc23)[C@@H](C)CN([C@H](C)CO)C(=O)c2cc(NC(=O)c3ccccc3)ccc2O1,33,-20,-6,4,-13,3,30,19,-9,4,3
O=C(Nc1cccc(S(=O)(=O)N2CCOCC2)c1)C1CCCC1,8,5,-6,24,23,8,6,4,4,-3,1
